Yeast growth inh – reduces growth of yeast BB579 in restrictive medium. S. cerevisiae BB579 growth, OD615, 48 h. inhibition, % at 10 µM. 140,000 compounds, 0.51% hits;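 active = inhibition above a set limit, 3 SD over the mean compound inhibition, cut at about 44% in these data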; also: inactives centre near -24
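Assay system – yeast BB579 (DeaD) · Dosing – single compound dose of 10 µM, 0.25% DMSO final · Detection – OD615 turbidity measurement · Buffer or medium – CSMM-D restrictive synthetic medium containing dextrose (glucose) · Benchmarks – positive control amphotericin B 10 µg/mL · Incubation – 48 h exposure, 30 °C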
Yeast lifespan up – extends the lifespan of yeast; S. cerevisiae growth with nicotinamide, OD615; deaD strain in restrictive glucose medium; 130,000 compounds, 0.68% hits; inhibition of the nicotinamide effect, % at 10 µM;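 active = inhibition above a set limit, placed 3 SD over the median of all compounds, cut at about 26% in these data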;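 also: 0% = nicotinamide-treated wells and 100% = cells grown without nicotinamide; some compounds called inactive have numbers as strong as hits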
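System: DeaD-strain S. cerevisiae / Buffer or medium: CSMM-D, restrictive glucose (dextrose) synthetic minimal medium / Probe or stimulus: nicotinamide, 1.5 mM, co-present with compound / Compound: one concentration, 10 µM, DMSO 0.25% / Incubation: 48 h compound exposure at 30 °C, humidified / Technique: optical density (absorbance) at 615 nm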
GALR2 antag – blocks the human galanin receptor 2. O43603. GALR2-expressing cells, antagonist mode. inhibition, % at 4 µM. 140,000 compounds, 0.39% hits; in the data active = inhibition above about 27%;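 also: cells stimulated with galanin 1-16 at roughly its EC80; 0% = agonist challenge control and 100% = basal control without agonist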
Target sequence (O43603 whole entry, looked up): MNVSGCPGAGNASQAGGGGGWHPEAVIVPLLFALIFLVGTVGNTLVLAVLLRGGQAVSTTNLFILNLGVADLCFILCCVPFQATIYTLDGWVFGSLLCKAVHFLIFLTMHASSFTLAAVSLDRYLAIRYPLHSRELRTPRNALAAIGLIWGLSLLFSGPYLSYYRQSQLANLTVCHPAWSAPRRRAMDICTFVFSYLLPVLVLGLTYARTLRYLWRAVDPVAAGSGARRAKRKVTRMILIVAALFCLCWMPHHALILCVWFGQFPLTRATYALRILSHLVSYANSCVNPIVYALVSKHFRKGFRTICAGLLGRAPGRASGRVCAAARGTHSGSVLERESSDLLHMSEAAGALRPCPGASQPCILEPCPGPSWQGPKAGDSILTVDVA
MRP1 act – MRP-1 activation. H69AR cells + doxorubicin, viability rescue, CellTiter-Glo. viability increase, % at 10 µM. 140,000 compounds, 0.61% hits;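 active = viability gain under doxorubicin at or above a set limit, the compound median plus 3 SD, cut at about 4.7% in these data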;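 also: MRP-1 overexpressing cells given doxorubicin 25 µM after compound pretreatment; 18-22 h compound pretreatment then 72 h with doxorubicin before readout; 0% = doxorubicin-only wells and 100% = vehicle-treated cells without doxorubicin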
E-sel TNF inh – TNF alpha driven E-selectin expression inhibition. 120,000 compounds, 0.71% hits. inhibition, % at 2 µM. HUVEC TNFa-induced E-selectin immunofluorescence, high content. AID 1246;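 active = inhibition above the batch mean plus 3 SD, and confirmed as a hit on visual image review, cut at about 43% in these data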;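 also: 0% = TNF-stimulated DMSO wells and 100% = unstimulated control wells; not every result past the cut was called active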
Measles CPE – protection of cells from measles virus; Measles virus-infected cells, CPE protection, absorbance; protection (pct of control), % at 4 µM; 140,000 compounds, 1.5% hits; AID 841; in the data active = protection mostly above about 24%, no sharp cut-off; inactive = mostly below about 26%; also: some compounds called inactive have numbers as strong as hits
HCT116 PTEN-null – suppresses growth of cells with PTEN deletion. HCT116 PTEN-null viability, CellTiter-Glo, 60 h; hits give low values. viability, % at 10 µM. 140,000 compounds, 1.2% hits. AID 827;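 active = viability at or below a set limit, 4 SD under the median of all tested compounds, cut at about 3.7% in these data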;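 also: PTEN knockout HCT116 line with beta catenin targeted HCT116 as companion control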
NPY Y2 blocker – NPY-Y2 (human) receptor antagonism | inhibition, % at 2.7 µM | 140,000 compounds, 0.99% hits | NPY-Y2 expressing cells, antagonist mode | P49146; in the data active = inhibition above about 17%;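 also: 0% = vehicle with agonist challenge and 100% = reference antagonist with challenge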
Target sequence (P49146 whole entry, looked up): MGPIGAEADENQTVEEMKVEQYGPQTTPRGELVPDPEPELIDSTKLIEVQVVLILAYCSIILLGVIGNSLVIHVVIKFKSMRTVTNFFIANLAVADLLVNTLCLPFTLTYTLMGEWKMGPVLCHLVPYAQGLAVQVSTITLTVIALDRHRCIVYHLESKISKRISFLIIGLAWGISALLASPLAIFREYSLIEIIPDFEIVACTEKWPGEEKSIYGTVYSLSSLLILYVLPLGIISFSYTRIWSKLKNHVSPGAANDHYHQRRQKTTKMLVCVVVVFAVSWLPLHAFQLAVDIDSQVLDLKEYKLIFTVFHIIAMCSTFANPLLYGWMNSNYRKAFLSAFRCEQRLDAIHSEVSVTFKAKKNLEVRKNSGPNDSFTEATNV
HCT116 bCat-KO – beta-catenin-lacking colon tumor cell growth suppression; HCT116 beta-catenin knockout viability, CellTiter-Glo, 60 h; hits give low values; viability, % at 10 µM; 140,000 compounds, 1.5% hits;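 active = viability at or under a set limit, the compound median less 4 SD, cut at about 6% in these data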;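 also: 0% = Hyamine 1622 control at 20 µM and 100% = untreated cell control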
Phagocytosis inh – macrophage phagocytosis inhibition. J774A.1 macrophage IgG-bead phagocytosis, imaging. 110,000 compounds, 0.07% hits. inhibition, % at 5 µM. AID 1029;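 active = inhibition above the mean of the plate negative controls plus 5 SD, cut at about 13% in these data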;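 also: phagocytic index as fraction of beads internalized from green versus red external bead signal; plate controls were DMSO negative control for no effect and cytochalasin-D positive control for full effect; some results beyond the cut were filed as inactive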
* marks the source's active call; other numbers are inactive results; · = not tested or not shown; & = joins results of further samples.

compound	NPY Y2 blocker	MRP1 act	GALR2 antag	Measles CPE	Phagocytosis inh	E-sel TNF inh	Yeast lifespan up	HCT116 bCat-KO	HCT116 PTEN-null	Yeast growth inh
COc1nccnc1NS(=O)(=O)c1ccc(NC(=S)NC(=O)/C=C/c2ccc(F)cc2)cc1	3	0.6	9	3	-8	·	10	92	102	-50
COc1ccc(CNc2nc3ccccc3n2Cc2ccc(Cl)cc2)cc1OC	4	-1.1	2	6	-2	6	-2	68	67	-24
O=C(CO/N=C/c1cccc([N+](=O)[O-])c1)NC1CCCCCC1	8	0.7	0	7	-3	-17	0	92	85	-40
CC(=O)N(CCc1ccccc1C)Cc1cc2cc3c(cc2[nH]c1=O)OCO3	3	0.0	2	12	0	19	-9	99	105	-24
COc1ccc(OC)c(N(CC(=O)Nc2ccccc2)S(C)(=O)=O)c1	4	-1.4	-25	15	-2	·	-13	92	87	-22
CCOC(=O)SC1=N/C(=C\c2ccc(N(C)C)cc2)C(=O)S1	2	-1.6	11	5	0	6	-17	91	90	-38
O=C(NCc1ccccc1Cl)C1CCN(S(=O)(=O)N2CCC3(CC2)OCCO3)CC1	0	-1.9	-6	7	·	-6	-20	90	95	-40
CCSc1nnc2c(n1)OC(C)(C)Nc1ccccc1-2	2	-0.2	10	7	0	·	-5	92	103	-7
CC(=O)N(c1c(C)n(C)n(-c2ccccc2)c1=O)C1(C(=O)NC2CCCC2)CCCCC1	-1	-0.8	-1	1	-2	-13	1	90	98	-31
O=C(c1cnn2c(C(F)(F)F)cc(-c3cccs3)nc12)N1CCN(C(c2ccccc2)c2ccccc2)CC1	0	8.3*	9	2	·	-1	·	72	66	-20
Nc1cccc(-n2nncc2-c2ccc(Cl)cc2)c1	2	-2.9	9	4	0	65*	-30	96	93	-33
Cc1ccccc1S(=O)(=O)Cc1ccc(C(=O)NCCN2CCCCC2C)o1 (centres undefined)	4	-1.2	0	24	-4	-16	-7	99	95	3
Cc1nn2c(-c3cccc(NC(=O)CSc4nc5ccccc5o4)c3)nnc2c2ccccc12	2	-0.9	1	6	0	31	-23	68	61	-28
CCCc1nc2c(sc3nc4c(cc32)COC(C)(C)C4)c(=O)n1Cc1ccco1	1	-1.9	5	8	-2	-53	-6	84	85	-42
CN1C(=O)Cc2cc(S(=O)(=O)N3CCOCC3)ccc21	2	-2.0	-6	11	1	·	-16	88	84	-42
CCC1CSC(Nc2ccc(C(=O)/C=C/c3ccc(Oc4ccccc4)cc3)cc2)=N1 (centres undefined)	0	-3.9	5	11	·	·	-3	42	30	-34
O=c1nc(-c2ccccc2)n(-c2ccccc2)c2ncccc12	2	-3.3	-10	2	·	1	-9	97	98	-17
COc1ccc2c(C=Nc3c(C)n(C)n(-c4ccccc4)c3=O)c(O)n(Cc3ccco3)c(=O)c2c1	1&3	-3.6&-4.6	-11&-8	18&9	0	10	-1&-6	93&94	84&83	-14&1
CC(C)CC(=O)NC(=S)Nc1cc(C(=O)O)ccc1Cl	4	-0.6	-25	15	-7	·	-2	88	85	-26
O=C(/C=C/c1ccc([N+](=O)[O-])cc1)Nc1cccnc1	2	-1.2	5	2	·	33	-26	108	93	-48
CCc1nnc(NC(=O)Cn2ccc(C(F)(F)F)n2)s1	0	0.2	-20	18	-1	-3	-2	91	100	-1
CC(=O)N1CCc2cc(Br)cc(S(=O)(=O)NCc3ccccn3)c21	1	-0.8	6	5	0	·	-5	101	109	-21
CC(C)C(C(=O)Nc1ncn[nH]1)N1C(=O)c2ccccc2C1=O (centres undefined)	0	-0.4	-4	13	0	10	-4	89	104	-41
O=C(Nc1ccccc1N1CCOCC1)C1CCN(S(=O)(=O)c2ccc(F)cc2)CC1	0	0.2	7	12	-4	-31	1	93	98	3
Cc1cc(Nc2ccc3c(c2)OCCO3)n2nc(C)nc2n1	1	-4.1	7	12	0	·	-1	96	97	24
CCOc1ccccc1NC(=O)CN(c1ccc(C)cc1)S(=O)(=O)c1c(C)n[nH]c1C	4	-0.4	-5	18	0	·	-13	97	82	-35
CC(C)c1ccc(-c2cc(C(=O)NN3CCN(C)CC3)c3ccccc3n2)cc1	3	-3.9	1	2	-1	·	6	58	71	8
CCc1nnc(NC(=O)CSc2nnc(-c3c[nH]c4ccccc34)n2CCOC)s1	0	0.3	2	13	-4	3	-6	98	104	-21
CCOc1cc(CNc2ccc(N3CCOCC3)cc2)cc(Br)c1OCC	3	-4.9	-2	3	-2	2	4	83	81	-60
COc1ccc2c(CC(=O)Nc3ccc(OC)c(NS(=O)(=O)c4ccc(F)cc4)c3)coc2c1	-3	-1.0	-7	22	0	-3	-2	94	84	-70
CN(C)S(=O)(=O)c1cccc(NC(=O)COC(=O)c2ccc(Br)o2)c1	0	-3.1	13	21	·	-41	-11	93	88	-6
CCc1ccc(/C=C2\SC(=S)N(CCCC(=O)Nc3ccccn3)C2=O)cc1	1	2.7	1	2	·	-57	-4	58	38	-29
COc1ccc(OC)c(/C=N/NC(=O)c2csc3ccccc23)c1	2	-0.3	4	0	·	14	-8	96	94	-40
O=C1C=C(c2ccc(Cl)cc2)C(=O)N1Nc1ccccc1	7	-1.2	8	8	0	-1	-13	99	94	98*
CC(C)(C)c1ccc(OCC(=O)NCc2ccco2)c(Br)c1	0	-3.9	-10	4	-4	-51	-6	85	94	-38
COC(=O)Nc1ccc(C)cc1NC(=O)OC	4	-1.1	0	5	0	-12	-2	87	85	-32
CNc1ccc(Br)cc(C(=O)/C=C/c2cccc(OC)c2)c1=O	0	-7.0	11	5	·	-7	·	24	25	-32
COCCCNCCOc1ccc(C)cc1[N+](=O)[O-]	4	-0.8	10	2	·	30	3	95	105	-7
Cc1ccc(C)c(NC(=O)Cn2nnc(C(=O)Nc3c(C)cccc3C)c2N)c1	0	-0.7	-8	2	·	·	-14	79	79	-48
O=C(N/N=C/c1ccc(OC(F)F)cc1)c1ccc(Br)cc1	5	-0.9	12	7	-2	-6	-5	73	75	-71
c1ccn2cc(CSc3nnc4ccccn34)nc2c1	1	-0.3	-1	35	1	·	6	95	102	-4
c1ccc(N(c2ccccc2)c2nc(-n3ccnc3)nc(-n3ccnc3)n2)cc1	23*	-1.8	-6	4	-2	-46	-12	82	80	92*
COc1ccc(C2c3c(-c4cc(Cl)c(C)cc4O)n[nH]c3C(=O)N2Cc2cccnc2)cc1OC (centres undefined)	55*	-1.7	-3	5	2	5	-2	75	69	-19
Cc1ccc2c(c1)nnn2C1CCN(CC(=O)NCCc2ccccc2)CC1	0	4.3	-1	6	·	17	-12	82	77	-1
CCOC(=O)C(C)Oc1cccc2c(=O)n(CC(=O)NCc3ccc4c(c3)OCO4)ccc12 (centres undefined)	6	-4.4	11	7	2	·	-3	8	7	-31
CC1(C)NC(=O)N(CC(O)CN2CCOCC2)C1=O (centres undefined)	-1	0.1	-9	17	-2	-6	-5	99	122	-21
O=C(COC(=O)c1ccccc1Cc1ccccc1)Nc1ccc(SC(F)F)cc1	2	-1.1	-3	14	-4	3	2	80	73	-31
COC(=O)COc1ccc2oc(=O)cc(C)c2c1	2	-1.6	4	3	-1	-27	-21	99	107	7
Cn1c(SCC(=O)N2CCOCC2)nnc1-c1cnccn1	-3	-2.3	-4	4	-1	12	-6	97	95	-24
Cc1c(C(=O)N2CCCCC2)sc(NC(=O)C2CC2)c1C#N	2	-1.4	7	6	-1	0	-16	97	85	-14

(next part)
compound	NPY Y2 blocker	MRP1 act	GALR2 antag	Measles CPE	Phagocytosis inh	E-sel TNF inh	Yeast lifespan up	HCT116 bCat-KO	HCT116 PTEN-null	Yeast growth inh
CCOc1ccc(-n2cc(C(=O)NC(C)C)c3cc(OC)c(OC)cc3c2=O)cc1	3	-0.6	3	5	2	10	-5	94	98	-59
O=C1N(CN2C(=O)C3(OCCO3)c3ccccc32)c2ccccc2C12OCCO2	0	-0.1	1	2	0	·	-6	92	96	-81
CCOC(=O)C1CCN(c2ncnc3c2cnn3-c2ccc(OC)cc2)CC1	4	-3.5	-11	13	·	-24	-7	91	82	2
Cc1ccc(-c2cn(-c3ccccc3)c3[n+]2CCCS3)cc1	4&3	-0.7&-1.8	-9&6	14&9	1&-3	-15&5	8&8	16&18	30&26	-69&-26
Cc1cc(/C=C(\C#N)C(N)=O)c(C)n1-c1ccc(N2CCOCC2)c([N+](=O)[O-])c1	2	0.8	-61	4	-8	·	0	70	54	-13
CCC(=O)NC1=C(NC(C)c2ccccc2)C(=O)c2ccccc2C1=O (centres undefined)	4	-0.3	3	25	2	-19	-11	67	68	9
COc1cccc(N2CCCn3c2nc2c3c(=O)n(CCN3CCOCC3)c(=O)n2C)c1	0	-1.0	-4	20	0	·	-2	100	108	-13
CCOC(=O)c1ccccc1C(=O)N1CCOCCOCCOCC1	4	-2.1	5	16	-4	·	-1	89	99	-13
CCCCOc1ccc(C(=O)N/C(=C/C=C/c2ccccc2)C(=O)NCCCO)cc1	9	0.7	-7	48*	-3	-7	2	98	91	-15
CCN1CCN(Cc2cc(=O)oc3ccc(Cl)cc23)CC1	5	-2.1	-1	13	0	5	-6	99	102	-28
NCCCC[C@@H]1NC(=O)[C@H](CCC(=O)O)NC(=O)c2cc([N+](=O)[O-])cc(I)c2OCC[C@@H](C(N)=O)NC1=O	-1	-0.4	-13	12	·	-29	0	100	94	-42
CC(NC(=O)c1ccc(Cn2cc([N+](=O)[O-])cn2)cc1)c1ccccc1 (centres undefined)	-1	-0.8	13	2	7	·	-3	90	97	-16
CCOc1cccc(-c2nn(-c3ccccc3)cc2/C=C(/C#N)C(=O)NCCCn2ccnc2)c1	7	-3.8	8	3	1	·	-4	10	8	-60
CONc1nc(NC(C)(C)C)nc(OCC#N)n1	1	0.4	4	10	-12	·	-2	97	97	-35
CCCCC12CN3CC(C)(CN(C1)C31C(=O)N(C)c3ccc(C)cc31)C2=O (centres undefined)	3	-4.0	-12	6	·	-2	·	73	78	-25
CCOC(=O)N1CCN(C(=O)COc2ccc(Br)cc2)CC1	4	1.1	-2	18	0	3	-5	98	107	-47
COc1ccc(-c2oc(NC(C)=O)c(C#N)c2-c2ccc(OC)cc2)cc1	2	-1.4	2	19	0	-9	-11	93	98	-71
Nc1nc(SCC(=O)NCCN2CCOCC2)nc2sc3c(c12)CCC3	2	0.5	15	5	-12	·	3	94	105	-21
COc1ccc(/C=N/NC(N)=S)cc1OC(=O)c1ccccc1	10	-1.9	-8	16	0	-14	-10	89	90	-6
CC(=O)Nc1ccc(S(=O)(=O)N2CCN(CCCOc3ccccc3Cl)CC2)cc1	-1	-4.2	-2	12	-1	-2	-4	75	66	-10
COc1ccc(NS(=O)(=O)c2cc(NC(=O)c3cccs3)ccc2N2CCCC2)cc1	0	-2.6	8	10	4	·	-1	62	60	-42
CCc1ccccc1NC(=O)CSc1nc2c(c(-c3ccco3)c1C#N)CCCC2	3	-1.0	-4	24	0	-3	-3	87	81	-80
